GAA glycogen: qHTS Assay for Inhibitors and Activators of Human alpha-Glucosidase Cleavage of Glycogen; Lysosomal alpha-glucosidase (Homo sapiens), P10253; 0.38% of 300,000 active; recombinant GAA, glycogen substrate, Amplex Red glucose oxidase fluorescence; AID 2100, 2009; Potency, µM (highest dose often 76.4 µM), without a hit: at the top dose activity change, negative = inhibition, actives largely listed as inhibitors; active means well fitted inhibition curve with a large enough effect; inconclusive means small, poorly fitted or top-dose-only effect, or another doubt; inactive means no such curve, though single readings can be large or run the other way;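 further: 0% = full enzyme reaction and -100% = no-enzyme basal signal; the screen sought inhibitors and activators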
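Recombinant human alpha-glucosidase (4 nM final) hydrolysed bovine liver glycogen (30 ug) for 40 min at 37 C in pH 5.0 citrate/phosphate with 0.01% Tween-20. Released glucose detected by glucose oxidase/Amplex Red, Ex 573/Em 610 nm. Compounds up to 77 uM; AC50 from Hill fits.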
* marks the source's active call; other numbers are inactive results; ? = inconclusive; [ ] = dose if it differs, or a comment. Potency means the concentration at half of the fitted maximal effect. Some of the compounds tested; rates above refer to the full screens.

SMILES	GAA glycogen
O=C(COC(=O)c1ccccn1)c1ccc([N+](=O)[O-])cc1	5%[76.3 µM]
N#C/C(=C\c1c(N2CCC(C(N)=O)CC2)nc2ccccn2c1=O)C(=O)NC1CCCCC1	-8%[76.3 µM]
O=C(N=c1ccn(-c2nc3ccccc3nc2NS(=O)(=O)c2ccccc2)cc1)c1ccccc1Cl	0%[76.3 µM]
CN1C(=O)[C@H]2[C@@H](/C=C/c3ccccc3)N3C(=O)CN(CC4CC4)C(=O)[C@@]3(C)[C@H]2C1=O	5%[76.3 µM]
O=C(CCNS(=O)(=O)c1ccc(Cl)cc1)N1CCCCCC1	0%[76.3 µM]
N#Cc1c(-c2ccccc2)oc(=O)c2ccccc12	0%[76.3 µM]
O=C(OCc1cccc([N+](=O)[O-])c1)c1cccnc1Cl	-3%
CC1CCCC(C)N1c1ccc(S(=O)(=O)N2CCOCC2)cc1Cl (centres undefined)	-6%[76.3 µM]
COc1ccc(S(=O)(=O)n2c([N+](=O)[O-])cnc2C)cc1OC	-8%[76.3 µM]
CCN(CC)CCNC(=O)CCn1nc(-c2ccc(Cl)cc2)ccc1=O	2%
O=C(O)Cn1c(-c2ccccn2)nc2ccccc21	3%[76.3 µM]
CC(C)(c1ccccc1)c1ccc(OCC(O)CN2CCCC2)cc1 (centres undefined)	5%[76.3 µM]
Cc1ccccc1C(=O)NNC(=S)NC(=O)c1cccs1	-4%[76.3 µM]
O=C(CCc1nnc2ccc(NCc3ccco3)nn12)N1CCN(c2ccc(F)cc2)CC1	0%[76.3 µM]
Clc1ccc(CN2CCC(c3ccccc3)CC2)cc1	10%
O=C(CN1C(=O)c2cccnc2Oc2ccc(Cl)cc21)N1CCCCCC1	-21%[76.3 µM]
CCC(NC(=O)c1cc(COc2c(F)cccc2F)on1)c1ccncc1 (centres undefined)	-17%[76.3 µM]
O=C(CN1CCN(S(=O)(=O)c2ccc(Br)cc2)CC1)N/N=C/c1ccccc1C(=O)O	-18%[76.3 µM]
COc1ccc(/C=C/C(=O)N2CCOCC2)cc1OC	-5%[76.3 µM]
O=C(N/N=C/c1cccc(OC(=O)c2ccc([N+](=O)[O-])cc2)c1)c1cccnc1	-3%
CCS(=O)(=O)N1CCN=C1SCc1ccccc1	-1%[76.3 µM]
CCN(CC)CCCNC(=O)Cn1cnc2sc(C)c(S(=O)(=O)N3CCC(C)CC3)c2c1=O	12%[76.3 µM]
OCc1cccc(Nc2ncnc3sc4c(c23)CCCCC4)c1	-4%[76.3 µM]
COc1cccc(C(=O)N2CCN(c3ccccn3)CC2)c1	-5%[76.3 µM]
COc1ccc(C(C(=O)NC2CCCC2)N(C(=O)c2ccco2)c2ccccc2C(C)=O)cc1OC (centres undefined)	1%
SMILES	GAA glycogen
COc1cc(OC)c(OC)cc1CN1CCCC(C(=O)N2CCCC2)C1 (centres undefined)	-2%
COc1ccc(OC)c(S(=O)(=O)N/N=C(/C)c2c[nH]c3ccccc23)c1	-10%[76.3 µM]
COc1ccc(-c2noc(=O)n2Cc2ccc(C#N)cc2)cc1	1%[76.3 µM]
COc1cccc(N2CCN(C(=O)c3cc4c(OC)c(OC)c(OC)cc4[nH]3)CC2)c1	-2%
CCOC(=O)C1=C(CCl)NC(=O)NC1c1ccc2c(c1)OCO2 (centres undefined)	-1%[76.3 µM]
O=C(c1ccoc1)N1CCCC(Nc2ccc(F)c(F)c2)C1 (centres undefined)	-12%[76.3 µM]
Cn1cc(Br)c(C(=O)NC2CCCCCC2)n1	0%[76.3 µM]
COc1ccc(-c2noc(N3CCC(C(=O)Nc4ccc(F)cc4F)CC3)n2)cc1	5%[76.3 µM]
C[C@@H]1NC(=O)N(CCCn2ccnc2)C1=O	6%
Cc1cc(C)cc(NC(=O)c2cccc(C(=O)Nc3cc(C)cc(C)c3)n2)c1	-1%[76.3 µM]
O=C(Nc1cc([N+](=O)[O-])ccc1Cl)c1cccnc1	3%[76.3 µM]
O=C(NCCOc1ccccc1F)C1CCC(=O)N(CC2CCCCC2)C1 (centres undefined)	12%[76.3 µM]
CN1C(=O)/C(=C/c2ccc(C(F)(F)F)cc2)Sc2ccc(C(=O)N3CCN(c4ccccn4)CC3)cc21	-25%[76.3 µM]
COCC(C)NC(=O)CSc1ncnc2sc(-c3ccccc3)cc12 (centres undefined)	-6%[76.3 µM]
Cc1cc(C)c(C)c(S(=O)(=O)NC2CCCCC2)c1C	-8%[76.3 µM]
CCN1C(=O)[C@H]2[C@@H](c3ccc(Cl)cc3)N3C(=O)CN(CC4CC4)C(=O)[C@@]3(Cc3ccccc3)[C@H]2C1=O	-11%[76.3 µM]
Cn1cc(CN2CCCCC2C(=O)Nc2ccc(-n3cccn3)cc2)cn1 (centres undefined)	1%[76.3 µM]
CCOc1ccc(C2C(C(=O)c3cccs3)=C(O)C(=O)N2CCN2CCOCC2)cc1 (centres undefined)	-9%
COc1cccc(-c2nc(CS(=O)(=O)CC(=O)NC3CCCCCC3)c(C)o2)c1	-9%[76.3 µM]
CCCc1ccc(OCc2ccc(C(=O)N3CCCC3)o2)cc1	8%
COc1ccccc1-n1cnnc1SCC(=O)N1CCOCC1	-1%
O=C(Nc1ccnn1C1CCN(C2CCCCC2)CC1)c1ccccc1	-9%[76.3 µM]
CC(=O)c1ccc(NC(=O)CCOc2cc(C)ccc2C)cc1	-15%
CC(CC(=O)Nc1nccs1)c1ccccc1 (centres undefined)	19%[76.3 µM]
COc1ccc(NS(=O)(=O)c2cccc(C(=O)NCC(c3ccc(OC)cc3)N3CCOCC3)c2)cc1 (centres undefined)	-3%[76.3 µM]

In another format: entries from further up
CN1C(=O)/C(=C/c2ccc(C(F)(F)F)cc2)Sc2ccc(C(=O)N3CCN(c4ccccn4)CC3)cc21
  GAA glycogen: -25%[76.3 µM]
Cc1cc(C)cc(NC(=O)c2cccc(C(=O)Nc3cc(C)cc(C)c3)n2)c1
  GAA glycogen: -1%[76.3 µM]

(further entries)
SMILES	GAA glycogen
O=c1[nH]nc(C(F)(F)F)c2nnn(Cc3ccccc3Cl)c12	1%
O=C(NCc1ccccc1Br)c1ccc2c(c1)OCCO2	19%[76.3 µM]
CN(Cc1ccccc1)C(=O)CCC1CCN(C(=O)CC2=CCCCC2)CC1	-19%[76.3 µM]
O=C(OCc1c(F)cccc1Cl)c1cnc(Cl)c(Cl)c1	4%
CC(C)c1c(C(=O)N/N=C2\CCc3ccccc32)nnn1-c1nonc1N	-5%[76.3 µM]
Cc1cc(=O)oc2cc(OCC(=O)NCCc3c[nH]c4ccc(F)cc34)ccc12	0%[76.3 µM]
CC(NC(=O)CN1CCN(c2ccccc2F)CC1)c1ccccc1 (centres undefined)	-8%[76.3 µM]
CN(C)C(CNc1ccc(C(N)=O)cc1[N+](=O)[O-])c1ccccc1 (centres undefined)	-3%
CC(C)c1ccc(C(=O)NN2CCOCC2)cc1	-2%[76.3 µM]
COc1ccc2nc3oc(C(=O)NCCCOC(C)C)cc3cc2c1	0%
COc1ccc(S(=O)(=O)NCCC(=O)N2CCCC2)cc1N(C)S(C)(=O)=O	-8%[76.3 µM]
COc1ccc(C(C)C)cc1S(=O)(=O)NCC1CCCO1 (centres undefined)	-13%[76.3 µM]
COc1cc(Cl)ccc1OCc1cc(C(=O)NCC(C)c2ccccc2)no1 (centres undefined)	-19%[76.3 µM]
O=C(c1ccc2c(c1)OCO2)N1CCN(S(=O)(=O)N2CCCCC2)CC1	3%
O=S(=O)(c1ccccc1)N1CCN(c2cccc(Cl)c2)CC1	1%[76.3 µM]
CCn1c(=O)c2cc(C(=O)NCCC(C)C)sc2c2ccccc21	-5%
COc1ccc(Br)c(C(=O)OCc2cc(=O)oc3cc(C)ccc23)c1	-6%[76.3 µM]
Cc1ccccc1NC(=O)CCC(=O)N/N=C/c1cccnc1	1%[76.3 µM]
O=C(N=C1SC2CS(=O)(=O)CC2N1c1ccc(Br)cc1Cl)C1CC1 (centres undefined)	-1%[76.3 µM]
CCCN(CCC)C(=O)c1oc2ccccc2c1NC(=O)Cc1cccc(OC)c1	-5%
O=C(N/N=C/c1cc([N+](=O)[O-])ccc1O)c1cccc(N2CCCC2=O)c1	-2%[76.3 µM]
Cc1cc2oc(=O)cc(CN3CCC(C)CC3)c2cc1C	3%
Cc1ccc(OCC(=O)Nc2ccon2)c([N+](=O)[O-])c1	0%[76.3 µM]
COCC(=O)Nc1nnc(SCC(=O)N2CCCCC2)s1	-1%
O=c1[nH]cnc2c1cnn2Cc1ccccc1Cl	-4%
SMILES	GAA glycogen
Cc1onc(-c2ccccc2Cl)c1C(=O)N1CC(C)CC(C)C1 (centres undefined)	1%
O=C(Nc1cc(C(F)(F)F)ccc1Cl)c1cccnc1	-15%[15.3 µM]
CN(C)Cc1c(O)ccc2occ(C(=O)c3ccc(F)cc3)c12	10%[76.3 µM]
CCN(c1ccccc1)S(=O)(=O)c1ccc(C(=O)N(CCCN(C)C)c2nc3cc4c(cc3s2)OCO4)cc1	-19%[76.3 µM]
Cc1ccc2nc(N(CCN(C)C)C(=O)C3=COCCO3)sc2c1	6%[76.3 µM]
COCCN(C(=O)COC(=O)Cc1cccc2ccccc12)c1c(N)n(Cc2ccccc2)c(=O)[nH]c1=O	3%[76.3 µM]
Cc1cccc(NC(=O)CNCC(=O)Nc2cccc(C)c2C)c1C	0%
CC(C)NC(=O)CN1C(=O)C(C)(C)Oc2ccc(C(=O)NC3CCCCC3)cc21	8%[76.3 µM]
COC(=O)c1cccc(N(C(=O)c2ccco2)C(C(=O)NC2CCCC2)c2ccc(N3CCOCC3)cc2)c1 (centres undefined)	1%
COCCNc1nc(N)c([N+](=O)[O-])c(NC2CCCCC2)n1	1%
CCOc1ccc(/C=C/c2[nH]c(=O)[nH]c(=O)c2[N+](=O)[O-])cc1	19%[76.3 µM]
CCCC(C)NC(=O)CN1C(=O)NC2(CCc3ccccc32)C1=O (centres undefined)	-6%[76.3 µM]
Cc1cc(C(=O)N2CCCC(Nc3ccc(F)cc3)C2)c(C)o1 (centres undefined)	0%[76.3 µM]
CCn1c(N2CCN(S(=O)(=O)c3ccccc3)CC2)nc2ccccc21	-5%[76.3 µM]
Cn1c(SCC(=O)Nc2cccc(F)c2)nc2c(c1=O)SCC2	0%[76.3 µM]
COc1cc2[nH]c(=O)n(CCCCCC(=O)NC3CCCC3)c(=O)c2cc1OC	-11%[76.3 µM]
O=C(/C=C/NCc1cccnc1)c1ccc(-c2ccccc2)cc1	2%[76.3 µM]
O=C(O)c1nnn(-c2ccc(F)cc2F)c1-c1ccccc1	2%
CCc1ccc(-c2cc(C)no2)cc1S(=O)(=O)NCCc1ccccc1	-17%[76.3 µM]
COc1ccc(C(O)(C(C)C)C(CN2CCOCC2)c2ccc(Cl)cc2)cc1 (centres undefined)	-11%
C=CCn1c(=O)c2ccccc2n2c(SCC(=O)O)nnc12	4%
O=C(Nc1cccc(F)c1)Nc1ccc(Cl)cn1	13%[76.3 µM]
Cn1c(CNC(=O)CNC(=O)c2ccccc2F)cc(=O)n(C)c1=O	3%[76.3 µM]
O=C(Nc1ccc(Oc2cccnc2)cc1)C1CCCCN1Cc1ccc(CO)o1 (centres undefined)	4%[76.3 µM]
Nc1ccc(S(=O)(=O)Nc2nccc(/C=C/c3cccc(Br)c3)n2)cc1	0%

A few values from the entries so far.
Entry for `COC(=O)c1cccc(N(C(=O)c2ccco2)C(C(=O)NC2CCCC2)c2ccc(N3CCOCC3)cc2)c1` (centres undefined) in GAA glycogen: 1%
Entry for `Cc1cccc(NC(=O)CNCC(=O)Nc2cccc(C)c2C)c1C` in GAA glycogen: 0%
Entry for `CCc1ccc(-c2cc(C)no2)cc1S(=O)(=O)NCCc1ccccc1` in GAA glycogen: -17%[76.3 µM]
Entry for `Cc1cc(C(=O)N2CCCC(Nc3ccc(F)cc3)C2)c(C)o1` (centres undefined) in GAA glycogen: 0%[76.3 µM]

(list continues)
SMILES	GAA glycogen
CN(C)C(=O)c1cc(C(=O)Cc2ccccc2)c[nH]1	2%
Cc1cccn2c(=O)c(C=C(C#N)C#N)c(N3CCN(c4ccccc4)CC3)nc12	-1%
O=C(NCc1ccncc1)C(=O)NCC1OCCN1S(=O)(=O)c1ccc(F)cc1 (centres undefined)	-6%[76.3 µM]
CCOc1cc(NC(=O)c2ccccn2)c(OCC)cc1NC(=O)c1ccc(Cl)cc1	1%[76.3 µM]
COc1ccc(NC(=O)c2ccco2)cc1NC(=O)COc1ccccc1[N+](=O)[O-]	-17%[76.3 µM]
NC(=O)CC(NC(=O)c1ccccc1)c1ccc(NCCCN2CCCC2=O)c([N+](=O)[O-])c1 (centres undefined)	?
CCOc1ccc(CCNC(=O)CCC(=O)N2CCOc3ccccc32)cc1OCC	8%[76.3 µM]
COc1ccc(S(=O)(=O)NC(C)C(=O)N2CCCC2)cc1C (centres undefined)	-1%[76.3 µM]
O=C(Nc1ccc(S(=O)(=O)N2CCOCC2)cc1)C1CC(=O)N(c2ccc(F)cc2)C1 (centres undefined)	3%
CCc1nccn1CCC(=O)NC1CCCc2c1cnn2-c1ccc(F)cc1F (centres undefined)	3%[76.3 µM]
CCCCS(=O)(=O)Nc1ccc(N2CCOCC2)c(S(=O)(=O)N2CCOCC2)c1	-11%[76.3 µM]

Quoted at random: five entries already listed.
SMILES	GAA glycogen
CCN(CC)CCCNC(=O)Cn1cnc2sc(C)c(S(=O)(=O)N3CCC(C)CC3)c2c1=O	12%[76.3 µM]
COCCNc1nc(N)c([N+](=O)[O-])c(NC2CCCCC2)n1	1%
CCCCS(=O)(=O)Nc1ccc(N2CCOCC2)c(S(=O)(=O)N2CCOCC2)c1	-11%[76.3 µM]
CCS(=O)(=O)N1CCN=C1SCc1ccccc1	-1%[76.3 µM]
CCOc1ccc(CCNC(=O)CCC(=O)N2CCOc3ccccc32)cc1OCC	8%[76.3 µM]

Compound activity as filed in PubChem.
